Yeast eIF2B = eIF2B (yeast) activity modulation | inhibition, % at 25 µM (by protocol) | S. cerevisiae eIF2B-epsilon R284H, GCN4-lacZ luminescence | AID 688 | hit rate 0.91% among 27,000;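 active means mutant luminescence inhibited past about 50% while wild type luminescence and mutant growth stay under set limits, limit read from the data; inconclusive means mutant versus wild type luminescence inhibition gap past a set limit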; further: some compounds called inactive have numbers as strong as hits
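Material: yeast eIF2B-epsilon R284H mutant carrying GCN4–beta-galactosidase fusion. Medium: YPD yeast growth medium. Incubation: 16 h growth with compound at 30 °C, 90 min Beta-Glo step. Signal: Beta-Glo luminescence plus absorbance at 595 nm. Evaluation: % inhibition of reporter signal and growth versus controls. Doses: 25 µM single dose.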
Yeast tox = Compounds toxic to wild-type S. cerevisiae growth | hit rate 0.3% among 30,000 | growth inhibition, % at 25 µM (by protocol) | A595 turbidity, 16 h;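 active means mutant and wild-type yeast strains alike exhibit over 30% growth inhibition; inconclusive means a strain exceeds 50% while the second remains under 30%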;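 further: 0% = untreated cell controls and 100% = YPD media blanks without cells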
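System: S. cerevisiae wild-type or eIF2Bepsilon-R284H mutant strain; times: 16 h growth with compound, 30 °C; signal: absorbance at 595 nm (turbidity); measure: growth inhibition (%) versus cell controls and blanks; compound: 25 µM single dose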
Yeast tox inhibition % = also measured in Yeast tox; calls as there; growth inhibition, %; S. cerevisiae eIF2Bepsilon-R284H mutant growth, A595 turbidity, 16 h;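 each compound tested once at 25 µM; 0% equals untreated cells and 100% equals cell-free medium blanks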
Yeast eIF2B mutant toxicity = recorded beside Yeast eIF2B, whose call it bears; growth inhibition, %; measured here: mutant yeast growth, toxicity;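 each compound tested once at 25 µM; zero equals untreated control growth and 100 equals blank medium absorbance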
An asterisk follows results filed as active; ? = inconclusive; nt = not tested or not shown. An excerpt, so the mix of outcomes need not match the whole.

SMILES	Yeast eIF2B	Yeast eIF2B mutant toxicity	Yeast tox	Yeast tox inhibition %
O=C1CCC(C(=O)OCc2cc(Cl)ccc2OC(F)F)N1 (centres undefined)	9	-9	31	-9
Cc1nnc(NC(=O)CSc2nc3ccccc3o2)s1	2	-19	-5	-19
Cc1cc(=O)[nH]c(N2CCCC2)n1	14	7	-1	7
COc1ccc(NC(=O)CSc2ccccn2)cc1	24	13	15	13
COc1ccc2c(c1)CCc1c(C(=O)N3CCc4ccccc4C3)noc1-2	-1	20	5	20
O=C(Cc1cccs1)N(c1ccc(Cl)cc1)C1C=CS(=O)(=O)C1 (centres undefined)	16	-7	12	-7
O=c1c2[nH]c3ccccc3c2ncn1Cc1ccco1	20	-14	2	-14
CCCOC(=O)c1ccc(NC(=O)C2CCCO2)cc1 (centres undefined)	13	-23	6	-23
CCOC(=O)c1ccc(-n2[nH]c(-c3ccccc3)cc2=O)cc1	11	nt	11	0
CC(C(=O)Nc1ccc2c(c1)OCCO2)N1CCN(C(=O)c2ccco2)CC1 (centres undefined)	nt	nt	13	13
O=C(NC(C(=O)N/N=C/c1cccc2ccccc12)c1n[nH]c(=O)c2ccccc12)c1ccccc1 (centres undefined)	16	nt	16	0
O=C(NCc1ccccn1)C1CC(c2ccc(F)cc2)=NO1 (centres undefined)	18	8	15	8
CCOc1cccc(/C(O)=C2/C(=O)C(=O)N(Cc3cccnc3)C2c2ccco2)c1 (centres undefined)	9	-5	2	-5
CCOC(=O)C1=C(CN2CCCCC2)NC(=O)NC1c1cc(C)ccc1C (centres undefined)	5	5	9	5
COc1cc(C2N(c3ccccc3)CCN2c2ccccc2)ccc1OC(C)=O	18	nt	1	0
O=S(=O)(O)c1nc2ccccc2n1Cc1ccc(Cl)cc1Cl	27	-4	22	-4
Nc1[nH]ncc1C(=O)Nc1cccc(C(F)(F)F)c1	26	-25	1	-25
N#CCSCC(=O)Nc1ccc(Br)cc1	nt	nt	13	14
CCC(C)(C)n1nnnc1CN(Cc1ccco1)Cc1cc2cc3c(cc2[nH]c1=O)OCO3	23	nt	nt	nt
CCN(CC)CCN=C1CCCc2ccccc2N1	17	14	2	14
COC(=O)CCC(=O)Nc1ccccc1C(=O)Nc1ccccc1	nt	nt	5	15
CC(C)(C)C1CCc2onc(C(=O)N3CCOCC3)c2C1 (centres undefined)	16	11	10	11
Cc1cccc(OCCn2c(S(=O)(=O)O)nc3ccccc32)c1	2	-33	22	-33
O=C(CCn1ccc2ccccc21)NC1CCCc2ccccc21 (centres undefined)	nt	nt	11	11
CC(C)(C)c1nc(CN2CCOCC2)cc(CN2CCOCC2)c1O	24	22	5	22
Cc1nnc(NC(=O)c2ccc(S(=O)(=O)N(C)Cc3ccccc3)cc2)o1	16	nt	31	0
Cc1ccc(-n2ccnc2SCC(=O)O)c(C)c1	25	18	18	18
C/[N+]([O-])=C\c1coc2ccccc2c1=O	20	6	8	6
CCCCCCOc1ccc(/C(N)=N/O)cc1	28	52	?	nt
Fc1ccc(OCc2nnc(SCCN3CCOCC3)o2)cc1	-31	-4	35	-4
Cc1cc(Cl)c(OCCCSc2nc(C)cc(=O)[nH]2)c(Br)c1	7	5	-1	5
CC1=C(C#N)c2nc(N)c(C#N)c(C)c2/C1=C\c1ccccc1	36	64	53*	64*
CCOC(=O)c1nn(-c2ccc(OC)cc2)c(=O)c2c(NC(=O)c3ccco3)scc12	7	-33	-40	-33
CC(C)N(Cc1nc(-c2ccc(Cl)cc2)no1)C(=O)C(c1ccccc1)c1ccccc1	nt	nt	2	4
CC1=CC(=O)C=C(C)C1=NOC(=O)c1cccc([N+](=O)[O-])c1	18	11	2	11
CC(C)Cn1cnc2c(c1=O)c1nc3ccccc3nc1n2Cc1ccc2c(c1)OCO2	22	-18	12	-18
O=C(Nc1nncs1)c1ccc(S(=O)(=O)c2ccccc2)cc1	19	-13	-19	-13
CCOC(=O)c1cnc(-n2nc(C)cc2C)nc1NCCO	-4	-10	7	-10
CCOc1ccccc1-n1cnc2cc(C(=O)NCc3ccco3)ccc21	4	-7	-13	-7
COc1ccccc1-c1nnc(NC(C)=O)s1	11	16	3	16
Cc1ccc(-c2[nH]nc3c2C(c2ccoc2)C(C#N)=C(N)O3)cc1C (centres undefined)	-4	4	1	4
Cc1ccc(CNC(=O)Cc2cccs2)cc1	nt	nt	6	5
O=S1(=O)C[C@@H](O)[C@@H](Nc2ccc(Cl)cc2)C1	nt	nt	18	17
CN(Cc1ccccc1)C(=O)CSc1nc2ccccc2c(=O)n1Cc1ccco1	7	19	-12	19
COc1ccc(OC)c2c(C)cc(N3CCN(C(=O)c4ccc(Cl)cc4)CC3)nc12	nt	nt	2	-1
Cc1ccc(C)c(NC(=O)C2CCCN2C(=O)OC(C)(C)C)c1 (centres undefined)	17	nt	nt	nt
O=C(NCCCN1CCCC1)C1CCN(C(=O)c2cc3sccc3n2Cc2ccc(F)cc2)CC1	34	22	1	22
COc1cc(CNC2CCCCCC2)cc(OC)c1OC	9	4	10	4
O=C(O)CN1C(=O)c2ccc(Oc3cccc4c3C(=O)N(CC(=O)O)C4=O)cc2C1=O	28	20	10	20
CCCC(=O)Nc1ccc(Cl)c(NC(=O)c2ccco2)c1	25	-13	5	-13
COc1ccc(C2CC(=O)C(C=NCCN3CCN(C(C)=O)CC3)=C(O)C2)cc1 (centres undefined)	19	nt	-13	0
CCOc1ccccc1N(CC(=O)NCC1CCCO1)C(=O)CCC(=O)Nc1ccccn1 (centres undefined)	nt	nt	9	-9
O=C(c1cccc(F)c1)N1CCN(c2cccc(C(F)(F)F)c2)CC1	31	-18	-9	-18
Cc1cc(NS(=O)(=O)c2ccc(NC(=O)CN3C(=O)c4ccccc4C3=O)cc2)nc(C)n1	32	-3	7	-3
CCOC(=O)c1ccc2[nH]c(C)c(CN3CCN(C)CC3)c(=O)c2c1	-13	-21	-5	-21
Cc1nnc(NC(=O)c2ccncc2)s1	nt	nt	0	13
COC(=O)C1CCN(c2cc(=O)n(Cc3ccc(F)cc3)c(=O)[nH]2)CC1	-3	15	1	15
OCCN1CCOCCOCCN(CCO)CCN(CCO)CC1	13	-10	0	-10
O=C(O)CSc1nnc(C2CC2)n1-c1ccccc1	24	nt	-6	0
CCCOc1c(Br)cc(C(=O)NCC)cc1OC	nt	nt	11	-15

(next part)
SMILES	Yeast eIF2B	Yeast eIF2B mutant toxicity	Yeast tox	Yeast tox inhibition %
N=C1C(c2nc3ccccc3s2)=C(O)CN1Cc1ccco1	4	8	-1	8
COC(=O)[C@H](C(C)C)n1c(C)c(C(C)=O)c(C(C)=O)c1C	19	26	2	26
CSc1ccccc1NC(=O)Nc1ccc(Cl)cc1	22	23	15	23
C=C(C)Cn1c(NCCOC)nc2c1c(=O)[nH]c(=O)n2C	28	7	-1	7
COCCn1c(C)cc(C(=O)CSc2nncn2-c2ccccc2)c1C	48	22	-5	22
CCN(CC)S(=O)(=O)c1ccc(NC(=O)Cn2cnc3ccccc3c2=O)cc1	nt	nt	22	-7
CCc1nnc(NC(=O)c2cc(-c3ccccc3)nn2-c2ccccc2)s1	nt	nt	10	13
COc1ccc(NC(=O)c2cccnc2C(=O)O)c(OC)c1	13	5	7	5
CC1CCCC(C)N1S(=O)(=O)c1ccc(NC(=O)CCn2cnc3ccccc3c2=O)cc1 (centres undefined)	28	nt	-5	0
Cc1ccc(CNC(=O)c2cc3c(=O)n4ccccc4nc3n(Cc3ccco3)c2=N)cc1	-16	31	-2	31
CN(C)S(=O)(=O)c1ccc(NC(=O)c2c(F)cccc2Cl)cc1	-1	-5	15	-5
Cc1cc(C)cc(C(=O)N(c2ccccn2)C(C)c2ccco2)c1 (centres undefined)	nt	nt	11	12
O=C(O)c1cc(S(=O)(=O)N2CCCCCC2)c(Cl)cc1Cl	9	nt	3	0
O=C(OCC1OC2C(Oc3nc(=O)ccn32)C1O)c1ccccc1 (centres undefined)	19	-18	-6	-18
CC(C)(C)Nc1nc(NC(C)(C)C)nc(-n2ccnc2)n1	33	-8	0	-8
c1ccc2[nH]c(CN3CCN(c4ncnc5c4oc4ccccc45)CC3)nc2c1	36	nt	-16	0
Oc1[nH]c2ccccc2c1C=Nc1ccc2c(c1)OCCO2	20	-14	-18	-14
N#CCCN(CCC#N)C(=O)COc1ccc(Cl)cc1Cl	-3	nt	16	0
O=C(Nc1cccnc1Cl)c1cc(-c2ccco2)on1	nt	nt	26	-5
Cc1cc(Oc2ccc(=O)n(C)n2)nc(Oc2ccc(=O)[nH]n2)n1	14	15	25	15
COc1cccc(C(=O)CN2C3=NCCCN3c3ccccc32)c1	26	-7	3	-7
Cc1onc(-c2c(F)cccc2Cl)c1C(=O)NC1=NCCS1	13	-12	2	-12
O=C(CCC(=O)c1cccs1)OCc1nnc(-c2ccccc2)o1	-27	14	8	14
CC(C)c1ccc(N(CC(=O)Nc2ccc(S(=O)(=O)N3CCOCC3)cc2)S(C)(=O)=O)cc1	nt	nt	16	8
Cc1ccccc1-n1nc(C(=O)O)cc1-c1ccccc1	nt	nt	20	17
Cc1cc(OCC(C)C)ccc1/C(O)=C1/C(=O)C(=O)N(Cc2cccnc2)C1c1ccncc1 (centres undefined)	-48	3	4	3
CC(C(=O)Nc1ccc(C(=O)O)cc1)N1C(=O)c2ccccc2C1=O (centres undefined)	21	-27	6	-27
COC(=O)CN1C(=O)C(O)(CC(=O)c2ccc(C)o2)c2ccccc21 (centres undefined)	-18	nt	nt	nt
C#CCN1C(=O)C2C(C(=O)NC)C3C=CC2(O3)C1C(=O)NCc1ccc(OC)cc1 (centres undefined)	14	4	-3	4
CS(=O)(=O)N1N=C(c2ccc(Cl)cc2)CC1c1cccs1 (centres undefined)	13	5	10	5

5 compounds drawn at random from the list so far:
SMILES	Yeast eIF2B	Yeast eIF2B mutant toxicity	Yeast tox	Yeast tox inhibition %
CC(C)c1ccc(N(CC(=O)Nc2ccc(S(=O)(=O)N3CCOCC3)cc2)S(C)(=O)=O)cc1	nt	nt	16	8
O=C(Nc1cccnc1Cl)c1cc(-c2ccco2)on1	nt	nt	26	-5
COc1cccc(C(=O)CN2C3=NCCCN3c3ccccc32)c1	26	-7	3	-7
Cc1cc(Oc2ccc(=O)n(C)n2)nc(Oc2ccc(=O)[nH]n2)n1	14	15	25	15
CC(C(=O)Nc1ccc(C(=O)O)cc1)N1C(=O)c2ccccc2C1=O (centres undefined)	21	-27	6	-27

(continued)
SMILES	Yeast eIF2B	Yeast eIF2B mutant toxicity	Yeast tox	Yeast tox inhibition %
COC(=O)c1ccc(Oc2c(C(F)(F)F)oc3c(CN4CCN(C)CC4)c(O)ccc3c2=O)cc1	-54	-12	4	-12
CN(C)c1ccnc(-n2cccc2/C=N/OCc2cccc(F)c2)c1C#N	8	19	15	19
CC1=CC(=NOC(=O)c2cccc([N+](=O)[O-])c2)C=C(C)C1=O	nt	nt	30	18
Cc1ccc2c(c1)N(CCCC(=O)NCCC1=CCCCC1)C(=O)CO2	0	12	-1	12
C=CCn1c(N)c(C(=O)NC2CCCCC2)sc1=S	-9	4	-13	4
C=CCNC(=O)CCCOc1ccc(C)cc1	16	19	28	19
C=CCn1c(SCc2ccc(C#N)cc2)nnc1-c1ccc(C)cc1	15	-25	3	-25
O=C(CCCCCn1c(=O)[nH]c2ccsc2c1=O)NCc1ccc(F)cc1	34	22	17	22
CC(C)NS(=O)(=O)c1ccc(CCC(=O)NCc2cccnc2)cc1	22	nt	13	0
Cc1cc(C(=O)CSc2nn3c(=O)c(C(C)(C)C)nnc3s2)c(C)n1-c1ccc(F)cc1	3	-14	5	-14
CC1CN(C(=O)CSc2nnc3c(Cl)cc(Cl)cn23)CC(C)O1 (centres undefined)	17	11	23	11
O=c1[nH]c2cccnc2n1Cc1ccco1	19	-9	1	-9
CCOc1ccccc1C(C(=O)NC1CCCC1)N(Cc1ccco1)C(=O)CNC(=O)c1ccco1 (centres undefined)	26	-8	-6	-8
O=C(CSc1nnc(-c2cccs2)o1)N1CCCc2ccccc21	nt	nt	2	-7
O=C(N1CCOCC1)N(CCN1CCOCC1)Cc1cccc(Cl)c1	-6	nt	23	0
COc1ccc(OC)c(C2C(C#N)=C(N)Oc3cc(C)n(Cc4ccccn4)c(=O)c32)c1 (centres undefined)	3	10	6	10
O=C(Nc1ncc(Cl)cn1)c1cccs1	29	18	2	18

An excerpt from above in order of number of heavy atoms, highest first:
SMILES	Yeast eIF2B	Yeast eIF2B mutant toxicity	Yeast tox	Yeast tox inhibition %
CCC(C)(C)n1nnnc1CN(Cc1ccco1)Cc1cc2cc3c(cc2[nH]c1=O)OCO3	23	nt	nt	nt
Cc1cc(C(=O)CSc2nn3c(=O)c(C(C)(C)C)nnc3s2)c(C)n1-c1ccc(F)cc1	3	-14	5	-14
COc1ccc(OC)c2c(C)cc(N3CCN(C(=O)c4ccc(Cl)cc4)CC3)nc12	nt	nt	2	-1
c1ccc2[nH]c(CN3CCN(c4ncnc5c4oc4ccccc45)CC3)nc2c1	36	nt	-16	0
O=C(O)c1cc(S(=O)(=O)N2CCCCCC2)c(Cl)cc1Cl	9	nt	3	0
